NPSR antag – qHTS Assay for Antagonists of the Neuropeptide S Receptor: cAMP Signal Transduction | AID 1461, 2008 | CHO-NPSR cells, cAMP TR-FRET, antagonist mode | Q6W5P4 | Potency, µM (top dose mostly 38.3 µM), without a hit: top-dose activity change, negative = inhibition, usual class: inhibitors | 220,000 compounds, 1% hits; also: potency is read from the fitted curve at half-maximal effect; % is scaled to controls: 0 for no effect and ±100 for the full control effect; nearly all actives have a fitted effect of over 50% in size; many of its hits are not listed in these tables
Target sequence (Q6W5P4 whole entry, looked up): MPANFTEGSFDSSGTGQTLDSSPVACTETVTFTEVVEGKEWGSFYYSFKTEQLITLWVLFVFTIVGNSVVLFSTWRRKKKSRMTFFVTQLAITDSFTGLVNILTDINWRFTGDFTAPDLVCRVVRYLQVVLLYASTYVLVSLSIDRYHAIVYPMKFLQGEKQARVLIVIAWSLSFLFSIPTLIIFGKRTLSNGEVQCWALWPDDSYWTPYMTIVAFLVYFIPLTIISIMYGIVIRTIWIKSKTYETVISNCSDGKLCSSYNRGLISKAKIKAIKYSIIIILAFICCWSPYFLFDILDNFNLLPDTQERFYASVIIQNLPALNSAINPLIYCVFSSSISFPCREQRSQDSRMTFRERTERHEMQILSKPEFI
HttQ103 aggreg – qHTS Multiplex Assay to Identify Dual Action Probes in a Cell Model of Huntington: Aggregate Formation (GFP) | PC12 HttQ103-GFP aggregates, Acumen cytometry, 40 h | Potency, µM (top dose mostly 46.1 µM), for the others: top-dose activity change, negative = inhibition, hits mostly inhibitors | 220,000 compounds, 1.1% hits | AID 1688, 2009; also: potency is read from the fitted curve at half-maximal effect; % is scaled to controls: 0 for no effect and ±100 for the full control effect; nearly all actives have a fitted effect of over 60% in size
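Steps: seed 1500 PC12 HTTQ103-GFP cells/well; add tebufenozide, 100 nM final; add compound titration; add ATPLite reagent; quantify GFP aggregates by laser scanning cytometry.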
Epigenetic derep – Quantitative High-Throughput Screen for Regulators of Epigenetic Control; murine LDR cells, GFP reporter derepression, 30 h; Potency, µM (highest dose often 53.9 µM), for the others: top-dose GFP activation, hits mostly activators; 280,000 compounds, 0.2% hits; AID 1865, 2009; also: potency is read from the fitted curve at half-maximal effect; % of control where 0% means no effect; nearly all actives have a fitted effect of over 60% in size
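Murine LDR cells carrying a silenced, genomically integrated CMV-driven GFP reporter were exposed to compound for 30 hours at 37 C. After PBS washes, GFP-positive cells (20–120 um objects) were counted by laser-scanning microplate cytometry.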
Lamin A splicing – qHTS Assay for Modulators of Lamin A Splicing. HeLa LMNA splicing GFP/RFP minigene ratio, 48 h. Potency, µM (highest dose often 46.1 µM), without a hit: at the highest dose ratio change, negative = inhibition, usual class: inhibitors. 200,000 compounds, 0.01% hits; active = well fitted inhibition curve with a large enough effect in the signal ratio, with a control signal flat, not every such curve was filed as active; inconclusive = small, poorly fitted or top-dose-only effect, or effect the other way, or a change in a side signal; the % refers to the signal ratio; also: potency is read from the fitted curve at half-maximal effect; % is scaled to controls: 0 for no effect and ±100 for the full control effect
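S3 HeLa stable clones carrying a lamin A-EGFP splicing minigene plus DsRed2 were seeded at 600 cells/well in Opti-MEM with 2% FBS, pin-dosed and incubated 48 h at 37°C. Acumen cytometry (488 nm) gave the GFP/RFP total-intensity ratio.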
IMPase Li cell – qHTS Assay for Identifying the Cell-Membrane Permeable IMPase Inhibitors: Potentiation with Lithium; CHO-M1 cells, IP1 TR-FRET (IP-One), carbachol + lithium; Potency, µM (series often up to 59.4 µM), for inactives: top-dose activity, negative = IMPase inhibition, actives largely listed as inhibitors; 210,000 compounds, 0.35% hits;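 also: IP1 builds up when IMPase is blocked and the TR-FRET signal falls; potency is read from the fitted curve at half-maximal effect; plate controls were basal vehicle for no effect and high inhibitor control for full effect; nearly all actives have a fitted effect of over 50% in size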
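Steps: plate 2000 CHO-M1 cells per well and culture 16–30 h; add compound and lithium; incubate 30 min, 37C; add d2-IP1 tracer and Eu cryptate anti-IP1 antibody in lysis buffer; read after 10 min at room temperature.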
KinaseGlo FLuc – Counterscreen for Luciferase (Kinase-Glo TM) Inhibition; 200,000 compounds, 0.28% hits; Luciferin 4-monooxygenase (Photuris pensylvanica), Q27757; Potency, µM (titrated, usually from 38.3 µM), for the others: top-dose activity change, negative = inhibition, most hits filed as inhibitors; Kinase-Glo luciferase, ATP luminescence, 8 min; AID 1379, 2008; also: potency is read from the fitted curve at half-maximal effect; % is scaled to controls: 0 for no effect and ±100 for the full control effect; nearly all actives have a fitted effect of over 60% in size
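Compounds were added to a substrate mix at pH 7.2 (50 mM imidazole, 10 uM ATP, within the enzyme's linear range), followed by Kinase-Glo detection reagent; luminescence was measured after 8 minutes at ambient temperature.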
CBFb-RUNX1 inh – qHTS Assay for Compounds Blocking the Interaction Between CBF-beta and RUNX1 for the Treatment of Acute Myeloid Leukemia. Runt-related transcription factor 1 (Homo sapiens) + Core-binding factor subunit beta …. AlphaScreen CBFb-His/RUNX1-biotin binding, biochemical. Potency, µM (series often up to 59.8 µM), for inactives: top-dose activity, negative = inhibition, usual class: inhibitors. 230,000 tested, under 10 active. AID 1477, 2009; also: % of control where 0% means no effect
Target sequence (Q01196 whole entry, looked up): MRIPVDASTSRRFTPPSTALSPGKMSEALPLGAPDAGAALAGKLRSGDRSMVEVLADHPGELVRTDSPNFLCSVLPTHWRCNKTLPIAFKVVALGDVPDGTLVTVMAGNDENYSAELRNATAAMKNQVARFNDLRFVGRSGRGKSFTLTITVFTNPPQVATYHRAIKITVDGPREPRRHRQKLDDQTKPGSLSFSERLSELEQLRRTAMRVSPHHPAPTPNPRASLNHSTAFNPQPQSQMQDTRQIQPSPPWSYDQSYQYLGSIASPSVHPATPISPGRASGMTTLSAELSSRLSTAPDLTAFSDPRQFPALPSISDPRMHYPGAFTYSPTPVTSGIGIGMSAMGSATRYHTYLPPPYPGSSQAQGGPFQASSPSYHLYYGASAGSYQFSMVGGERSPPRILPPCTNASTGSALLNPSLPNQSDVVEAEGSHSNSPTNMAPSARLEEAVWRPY
Target sequence (Q13951 whole entry, looked up): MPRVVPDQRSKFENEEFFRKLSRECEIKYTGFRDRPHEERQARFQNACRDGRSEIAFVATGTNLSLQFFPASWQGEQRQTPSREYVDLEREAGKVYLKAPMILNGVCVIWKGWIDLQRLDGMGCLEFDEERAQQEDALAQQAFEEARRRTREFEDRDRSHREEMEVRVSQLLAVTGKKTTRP
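Proteins preincubated together for 20 min at RT before compound addition; 15 min later, nickel and streptavidin beads were added and left 90 min prior to AlphaScreen measurement.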
Active calls of the source: *; ? = inconclusive; . = not tested or not shown; & = joins results of further samples; [ ] = remark or other dose. Unless noted, calls follow the shape of the dose curve; as a rule, active = well fitted curve in the direction sought with a large enough effect; inconclusive = small, poorly fitted or top-dose-only effect, or another doubt; inactive = no such curve, though single readings can be large; an effect the other way counts as inactive or inconclusive. Some of the compounds tested; the hit share may differ from the screen's.

SMILES	NPSR antag	HttQ103 aggreg	Epigenetic derep	Lamin A splicing	IMPase Li cell	KinaseGlo FLuc	CBFb-RUNX1 inh
CCCCC(=O)NCCNc1nc2c(c(=O)n(C)c(=O)n2C)n1Cc1ccccc1	-8%[46.1 µM]	-1%	-1.0%	-12%	-1%[38.3 µM]	-1%	-4%
CCO[C@H]1OC(C(=O)NC2CC2)=C[C@@H](c2c[nH]c3ccccc23)[C@@H]1CCCO	6%	-25%[9.22 µM]	3.2%	.	.	.	7%
Cn1cc(S(=O)(=O)CC(=O)Nc2ccc3c(c2)OCCO3)c2ccccc21	13%	-11%	-1.0%	-9%	3%	6%	-5%
CCOC(=O)c1ccc(Oc2nc(NC(C)(C)C)nc(N(C)C)n2)cc1	?	4%	0.0%	13%	30%[38.3 µM]	-2%	2%
O=C(N/N=C/c1c[nH]c2ccccc12)c1[nH]c2ccc(Br)cc2c1-c1ccccc1	-43%	-9%	0.0%	?	12%	5%	7%
O=C(NC1=NCCS1)c1sc2cc(F)ccc2c1Cl	-25%[46.1 µM]	-18%	2.3%	-8%	-14%	-2%	-4%
CN(c1ncnc(N)c1[N+](=O)[O-])C1CCS(=O)(=O)C1 (configuration not stated)	21%	4.5µM*	-2.0%	.	2%	1%	1%
O=C(O)[C@@H]1C[C@@H](C(=O)O)N1	8%[46.1 µM]	.	-0.2%&0.0%&-1.4%	?	-8%&-4%&-8%	-2%&5%	?
CCOC(=O)c1cnc(-c2ccccc2)nc1N(C)C	-12%[46.1 µM]	14%	-2.8%	?	35%[activator][38.3 µM]	-2%	9%
Fc1ccc(OCCOCCOc2cccc3[nH]ccc23)cc1	-7%	20%[9.22 µM]	12%	.	10%	2%	-2%
Cc1nc(COC(=O)c2ccc(S(=O)(=O)N3CCCC3)cc2)cs1	3%[46.1 µM]	-14%	0.0%	9%	12%[38.3 µM]	-3%	0%
O=C(COc1ccccc1)Nc1ccc(Cl)cn1	-13%	6%[9.22 µM]	4.5%	18%[46 µM]	2%	-3%	11%
Cc1ccc(Nc2nnc(SCC(=O)Nc3ncc(S(=O)(=O)c4ccc([N+](=O)[O-])cc4)s3)s2)cc1	12%	4%	4.4%	-10%	-4%	-1%	12%
O=C(CN1CCN(Cc2cccc(Cl)c2)C1=O)NCc1cccs1	5%	19%	-5.0%	.	3%	-4%	-8%
CCOC(=O)C1CCCN(c2nc(C)nc3c2oc2ccccc23)C1 (configuration not stated)	-21%[46.1 µM]	-2%	-5.8%	0%	50%[activator][38.3 µM]	-2%	-1%
O=C(Cn1cnc2ccccc2c1=O)Nc1cccc(S(=O)(=O)N2CCCCC2)c1	-8%	20%[9.22 µM]	2.3%	.	.	.	2%
CCOC(=O)C(NC(=O)NCc1ccc(OC)cc1)(OCC)C(F)(F)F (configuration not stated)	13%	6%	0.0%	0%	4%	0%	4%
CN(C)S(=O)(=O)c1ccc(C(=O)OCC(=O)NCc2ccco2)cc1	6%	20%	-1.5%	-7%[46 µM]	14%	2%	-24%
COc1cc(C(=O)NCC(=O)OCC(=O)c2ccc[nH]2)cc(OC)c1OC	-3%[46.1 µM]	-4%	-2.2%	-2%	1%	6%	-4%
CSCC[C@H](NC(=O)Nc1ccc(Oc2ccccc2)cc1)C(=O)O	-10%	-7%[9.22 µM]	6.3%	.	.	.	-6%
Nc1ccc2c(c1)COC2=O	6%	10%	-1.1%	?	2%	-3%	0%
S=C(NCC1CCCCC1)Nc1cccnc1	17%	-18%	0.0%	-3%	-1%	1%	0%
COc1cc2c(cc1OC)C1(Nc3c-2c(-c2ccccc2)nn3-c2ccccc2)C(=O)Nc2ccccc21 (configuration not stated)	?	4%[9.22 µM]	-1.5%	17%	-4%[38.3 µM]	5%	-20%
O=C(N/C=C/n1cnc2cc(C(F)(F)F)ccc21)c1ccccc1	1%	5%	-1.3%	2%[46 µM]	0%	1%	4%
CC(C)OC(=O)c1ccc(NC(=O)CSc2nc3ncccc3[nH]2)cc1	-10%	.	0.0%	?	19%	-1%	-7%
O=C(NNC(=S)Nc1ccccc1C(F)(F)F)c1ccc(Br)o1	-2%	-4%[9.22 µM]	-1.4%	?	2%	-2%	-7%
COc1cc(-c2nc(-c3ccc(Br)o3)no2)cc(OC)c1OC	-9%[46.1 µM]	11%	0.7%	7%	26%[38.3 µM]	-4%	-3%
S=c1[nH]cc(-c2ccc(Cl)cc2)n1Cc1ccccc1	?	-7%[9.22 µM]	4.2%	.	.	.	-2%
Cc1ccc(S(=O)(=O)NNC(=S)Nc2cccc(C)c2C)cc1	?	2%[9.22 µM]	2.6%	.	.	.	10%
Cc1cc(/C=C2\SC(N)=NC2=O)c(C)n1-c1ccc(F)cc1	7%	-3%[9.22 µM]	-4.3%	-28%[46 µM]	5%	0%	-16%
CC(C)CC(=O)NC(=S)Nc1ccc(N2CCCC2)c(Cl)c1	?	8%[9.22 µM]	0.0%	.	.	.	0%
COc1ccc(NC2=C(C(C)=O)C(c3ccccc3)C(C(C)=O)C(C)(O)C2)cc1 (configuration not stated)	-2%	-7%[9.22 µM]	0.0%	.	.	.	-5%
O=C(CSc1cccc[n+]1[O-])Nc1cccc(Oc2ccccc2)c1	-3%	-6%	0.0%	10%[9.22 µM]	9%	-3%	5%
CCOC(=O)C1=C(c2ccccc2)NC(=O)NC1c1ccc(OC)c(OC)c1 (configuration not stated)	4%	?	-1.8%	.	2%	1%	0%
O=C(CCSCCc1ccccn1)Nc1ccc(Cl)cn1	-10%[46.1 µM]	8%	2.1%	5%	24%[38.3 µM]	-4%	2%
O=C(CSc1nc2ccccc2n1Cc1ccc(Cl)cc1)N/N=C/c1ccc(C(=O)O)cc1	-4%	-15%	1.1%	-9%[46 µM]	11%	1%	8%
CC1CC2(CC(C)(C(=O)CSc3nc4ccccc4s3)OC2=O)C(=O)O1 (configuration not stated)	-10%[46.1 µM]	-10%	1.1%	3%	27%[38.3 µM]	5%	0%
COc1ccccc1-n1cc(C(=O)N2CCCC(CO)(Cc3ccccc3C)C2)cn1 (configuration not stated)	36%	16%	-8.2%	.	5%	2%	5%
COc1cc(C2C(C#N)=C(N)OC3=C2C(=O)CCC3)c([N+](=O)[O-])cc1OC (configuration not stated)	-21%[46.1 µM]	33%	-1.2%	6%	0%[38.3 µM]	-3%	-15%
CC1CCc2c(C(=O)Nc3ccc(OC(F)(F)F)cc3)csc2C1 (configuration not stated)	-8%	-12%	0.0%	-19%	3%	-3%	1%
COc1ccc(-c2cc(C(=O)NCc3ccco3)no2)cc1OC	-5%[46.1 µM]	10%	-1.4%	6%	18%[38.3 µM]	-5%	-7%
Cn1c2ccccc2c2nnc(SCc3ccc4nonc4c3)nc21	-8%[46.1 µM]	6%	1.1%	-5%	33%[activator][38.3 µM]	0%	0%
COc1ccc(-n2cc(-c3ccccc3)c3c(N4CCN(CCO)CC4)ncnc32)cc1	-12%[46.1 µM]	-3%	0.0%	-27%	21%[38.3 µM]	-3%	0%
CC(C)CCNC(=O)CCCOc1cc(=O)n(C)c2ccccc12	-14%[46.1 µM]	?	-1.0%	?	-11%[38.3 µM]	-1%	11%
COc1ccc(/C=N/Nc2ccccc2C(=O)O)cc1Cn1cc([N+](=O)[O-])cn1	36%	3%[9.22 µM]	-0.1%	.	.	.	-17%
c1ccc2c(c1)CCN(CCCNc1nc3ccccc3n3cnnc13)C2	3%[46.1 µM]	14%	0.8%	4%	13%[38.3 µM]	2%	4%
Nc1ccc2oc(-c3ccccc3Cl)nc2c1	13%	15%	0.0%	-11%	-16%	-10%	10%
Cc1cc2cc(CN(Cc3ccc4c(c3)OCO4)C(=O)c3cnccn3)c3nnnn3c2cc1C	-17%[46.1 µM]	8%	-1.7%	6%	8%[38.3 µM]	-2%	7%
CCc1ccc2[nH]c(=O)c(C(c3nnnn3Cc3ccccc3)N3CCOCC3)cc2c1 (configuration not stated)	-22%[46.1 µM]	16%	-1.8%	6%	-13%[38.3 µM]	-1%	0%
O=C(CNC(=O)c1cccc(OC(F)F)c1)OCc1cc(=O)n2cc(Br)ccc2n1	1%[46.1 µM]	11%	1.3%	-12%	?	-1%	1%
CCOC(=O)N1CCN(S(=O)(=O)c2ccc3c(c2)SCC(=O)N3)CC1	-8%[46.1 µM]	-15%	-0.9%	?	-13%[38.3 µM]	-2%	8%
Cc1cc(C)n(S(=O)(=O)c2ccc(Cl)c(Cl)c2Cl)n1	-22%[46.1 µM]	?	-7.0%	0%	9%	4%	17%
CC(=O)Nc1cc(C(=O)OCC(=O)c2ccc(Cl)cc2Cl)ccc1C	-10%[46.1 µM]	22%	-1.2%	12%	-10%[38.3 µM]	-2%	1%
CC(N)(C(=O)O)c1ccc(S(=O)(=O)O)cc1 (configuration not stated)	.	.	2.1%	.	-5%	.	17%
O=c1cc(CSc2ccccn2)nc(N2CCN(c3ccccc3)CC2)[nH]1	?	4%	-0.7%	10%	10%[38.3 µM]	-4%	-3%
COC(=O)c1ccc(C(NC(=O)OCc2ccccc2)/C(F)=C/[C@@H](C)C(=O)NCc2nc3ccccc3s2)cc1 (some centres not stated)	.	.	-1.8%	.	5%	2%	1%
Cn1cccc1/C=N/n1cnnc1	-12%[46.1 µM]	17%	2.0%	-1%	25%[38.3 µM]	-6%	2%
CN(C1CCCCC1)S(=O)(=O)c1ccc(NC(=O)c2ccc(Br)o2)cc1	-25%[46.1 µM]	22µM*	-7.0%	?	14%	-3%	-23%
CC1(C)CC(=O)C2=C(C1)NC(=O)CC2c1ccc(F)cc1 (configuration not stated)	-9%[46.1 µM]	-11%	6.0%	-6%	7%[38.3 µM]	-4%	7%
Cc1ccc2c(CSc3nnc(C4CC4)n3N)cc(=O)oc2c1	-7%[46.1 µM]	8%	0.0%	7%	-2%[38.3 µM]	1%	5%

Assay outcomes from PubChem BioAssay.
